HRas wt GTP bind: human HRas wildtype GTP binding, change in either direction. P01112. GST-Ras wt beads, Bodipy-FL-GTP binding, flow cytometry; actives lie on both sides. GTP binding activity, % at 10 µM. 0.14% of 190,000 active. AID 759;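 active means GTP binding activity at least 20% away from the 100% baseline, either lowered as inhibitor or raised as activator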;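 further: 0% = unlabeled GTP competition control and 100% = no-compound control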
Target sequence (P01112 whole entry, looked up): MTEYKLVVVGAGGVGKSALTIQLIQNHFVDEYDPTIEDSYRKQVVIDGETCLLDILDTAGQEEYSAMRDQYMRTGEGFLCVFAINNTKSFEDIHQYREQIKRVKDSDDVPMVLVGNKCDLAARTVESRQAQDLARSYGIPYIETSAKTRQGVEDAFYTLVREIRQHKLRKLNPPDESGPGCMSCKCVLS
Mcl1 Noxa PPI: disrupts binding of human Mcl-1 to Noxa peptide; Q07820; TR-FRET Mcl-1/Noxa peptide binding, 2 h; inhibition, % at 21.7 µM; 1.5% of 220,000 active; AID 1022;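 active means compounds that cut the protein-peptide binding signal by more than 50% relative to plate controls in a single-dose test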;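 further: His-tagged Mcl-1 with rhodamine Noxa BH3 peptide and terbium anti-His antibody; 0% = Mcl-1 plus Noxa peptide wells and 100% = peptide-only wells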
Pf gamet viab: P. falciparum stage V gametocyte viability inhibition; 0.065% of 150,000 active; AID 743093; P. falciparum stage V gametocytes, ATP luminescence, 24 h; inhibition, % at 10.9 µM;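 active means inhibition above the mean plus 3 SD of compounds within the control limits, set per campaign, cut at about 38% in these data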;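 further: 0% = DMSO wells and 100% = medium only without gametocytes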
Rac1 wt GTP bind: modulators of human Rac1 wildtype GTP binding | P63000 | GST-Rac1 beads, fluorescent GTP binding, flow cytometry; actives lie on both sides; 0 = cold GTP competed, 100 = untreated | GTP binding activity (% of control), % at 10 µM | 0.27% of 190,000 active;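 active means GTP binding activity at least 20 points away from the 100% control level, either lower or higher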
Rab7 wt GTP bind: modulators of GTP binding to dog Rab7 wildtype GTPase | GST-Rab7 beads, fluorescent GTP binding, flow cytometry; actives lie on both sides; untreated = 100%, excess cold GTP = 0% | GTP binding activity (percent of control), % at 10 µM | 0.055% of 190,000 active | AID 758;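 active means fluorescent GTP binding to Rab7 beads changed by at least 20 points from the 100% baseline, either direction, mostly lower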;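 further: median green fluorescence of bound Bodipy-FL-GTP per Rab7 bead population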
ABCB1 block: inhibitors of human ABCB1 transporter, ABCG2 counter-screen. CCRF-Adr cells, JC-1 efflux, flow cytometry. inhibition, % at 6.6 µM. 0.067% of 190,000 active. AID 1326; in the data active means inhibition above about 40%;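 further: 0% = vehicle and 100% = reference inhibitor; higher value means more JC-1 retained so stronger ABCB1 efflux block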
Avidin bead fluor: avidin bead compound fluorescence profile. fluorescence (KMESF) at 10 µM. 0.38% of 220,000 active. Avidin beads, compound fluorescence 488/530 nm, flow cytometry; hits give high values. AID 1775; in the data active means fluorescence above about 47; further: inactives centre near 10
Rac1 mut GTP: human Rac1 activated mutant GTP binding change; P63000; GST-Rac1 activated beads, fluorescent GTP binding, flow cytometry; actives lie on both sides; 100% means binding = to untreated wells; percent activity (GTP binding), % at 10 µM; 0.11% of 190,000 active; AID 764;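 active means GTP binding at least 20 percentage points away from the 100% baseline, in either direction, so actives lie on both sides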
ABCG2 block: blocks JC-1 efflux by human ABCG2 transporter; Q9UNQ0; IgMXP3 cells, flow cytometry; 0.1% of 190,000 active; inhibition, % at 6.6 µM;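 active means inhibition above 80%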;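 further: 0% = DMSO and 100% = nicardipine control wells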
Target sequence (Q9UNQ0 whole entry, looked up): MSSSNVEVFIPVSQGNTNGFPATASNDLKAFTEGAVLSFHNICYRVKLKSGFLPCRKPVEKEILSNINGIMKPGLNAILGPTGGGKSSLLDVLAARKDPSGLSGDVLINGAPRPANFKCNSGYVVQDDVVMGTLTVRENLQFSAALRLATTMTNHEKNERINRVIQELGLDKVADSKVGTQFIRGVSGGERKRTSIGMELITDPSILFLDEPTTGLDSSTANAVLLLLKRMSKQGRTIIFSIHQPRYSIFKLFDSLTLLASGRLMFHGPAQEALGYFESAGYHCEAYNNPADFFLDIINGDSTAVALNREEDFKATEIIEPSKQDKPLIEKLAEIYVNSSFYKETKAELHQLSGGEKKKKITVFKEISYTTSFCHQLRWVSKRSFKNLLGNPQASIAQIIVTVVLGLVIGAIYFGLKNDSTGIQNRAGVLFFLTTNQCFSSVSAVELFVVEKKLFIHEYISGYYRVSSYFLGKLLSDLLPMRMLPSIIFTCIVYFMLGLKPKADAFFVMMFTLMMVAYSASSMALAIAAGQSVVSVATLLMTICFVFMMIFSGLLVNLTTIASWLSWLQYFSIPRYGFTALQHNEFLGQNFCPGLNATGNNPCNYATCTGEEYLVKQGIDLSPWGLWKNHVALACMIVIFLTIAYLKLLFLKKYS
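Test system: IgMXP3 cells (ABCG2) mixed with DDAO far-red-labelled CCRF-Adr cells (ABCB1). Reagent: JC-1 transporter substrate. Compound dosing: single test compound dose, 6.6 µM final. Times: 10 min compound exposure, 25 °C. Detection: flow cytometry of retained JC-1 fluorescence. Read-out basis: efflux inhibition in percent versus controls. Controls: nicardipine and DMSO wells.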
Rab2A wt mod: changes GTP binding to wildtype dog Rab2A, up or down; P61105; GST-Rab2 wt beads, Bodipy-GTP binding, flow cytometry; GTP binding activity, % at 10 µM; 0.19% of 190,000 active;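 active means GTP binding activity at least 20 points away from 100%, either lowered or raised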;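 further: 0% = beads with excess unlabeled GTP and 100% = no-compound control corrected for plate trend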
Cdc42 wt: human Cdc42 wildtype GTP binding change, either direction; P60953; GST-Cdc42 beads, Bodipy-GTP binding, flow cytometry; actives lie on both sides; percent activity (GTP binding), % at 10 µM; 0.2% of 190,000 active;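 active means percent activity GTP binding at least 20 points away from the 100% baseline, either down as inhibitor or up as activator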;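 further: median bead fluorescence of bound Bodipy-FL-GTP at 100 nM; 0% = excess unlabeled GTP control and 100% = no compound control; below 100% means less GTP binding so inhibitor and above means activator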
Target sequence (P60953 whole entry, looked up): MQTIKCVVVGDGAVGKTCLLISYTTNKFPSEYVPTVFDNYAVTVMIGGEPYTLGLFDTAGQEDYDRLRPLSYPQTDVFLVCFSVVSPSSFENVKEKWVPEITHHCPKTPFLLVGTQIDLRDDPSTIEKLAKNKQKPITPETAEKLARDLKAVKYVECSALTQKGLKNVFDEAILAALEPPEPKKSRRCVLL
Starred values were filed as active, the others as inactive; nt = not tested or not shown.

SMILES	HRas wt GTP bind	Mcl1 Noxa PPI	Pf gamet viab	Rac1 wt GTP bind	Rab7 wt GTP bind	ABCB1 block	Avidin bead fluor	Rac1 mut GTP	ABCG2 block	Rab2A wt mod	Cdc42 wt
CN1CCN(C(=O)c2ccccc2Nc2ccc(SC(F)F)cc2)CC1	98	17	10	100	103	0.5	12	99	1	98	99
c1ccc(-c2nnc3ccc(N4CCCC4)nn23)cc1	97	7	nt	98	96	0.6	6	97	5	95	98
Cc1c(NC(=O)C2CCN(S(=O)(=O)c3ccccc3)CC2)c(=O)n(-c2ccccc2)n1C	100	4	nt	100	97	-0.3	15	102	-1	100	101
CN(C)c1ccc(CNC(=O)CN(C)S(=O)(=O)c2cccc3cccnc23)cc1	99	27	nt	101	99	-2.3	7	99	-2	101	105
O=C(NCC(c1cccnc1)N1CCOCC1)Nc1ccccc1 (stereo unspecified)	103	-10	nt	102	106	0.8	8	99	-1	102	101
COc1cccc(N2CC(C(=O)Nc3nnc(SCc4ccccn4)s3)CC2=O)c1 (stereo unspecified)	98	39	10	100	99	-0.3	8	99	-1	98	102
CC1CN(Cc2nc3c(c(=O)[nH]c(=O)n3C)n2CCN2CCOCC2)CC(C)O1 (stereo unspecified)	104	-8	nt	105	106	0.2	10	101	3	104	107
COc1ccc(Cc2nnc(NS(=O)(=O)c3ccccc3)s2)cc1	93	20	14	97	95	0.3	12	94	1	92	96
FC(F)(F)c1ccc(-c2noc(CN3CCCN(C4CCCCC4)CC3)n2)cc1	96	4	15	99	94	2.7	9	95	2	98	99
COc1cc(OC)c2c(=O)c(OC)c(-c3ccc(OC)c(OC)c3)oc2c1	95	2	nt	96	96	1.2	6	95	6	95	95
O=C(NC1CCCC1)C(c1cccs1)N(C(=O)c1ccco1)c1ccc2c(c1)OCCO2 (stereo unspecified)	102	10	nt	106	102	2.1	11	97	6	101	104
COc1ccc(C2=NOC(CNC(N)=S)C2)cc1 (stereo unspecified)	98	3	0	100	94	-1.9	8	96	3	98	98
Cc1ccc(-c2csc(N(CC3CCCO3)C(=O)c3ccco3)n2)cc1 (stereo unspecified)	100	11	17	103	102	2.5	13	98	5	99	100
COc1ccc(C2CC(=O)c3cnc(NC(=O)c4ccccc4)nc3C2)cc1OC (stereo unspecified)	101	-12	nt	107	102	0.7	5	99	5	104	101
COC(=O)C1=C(NC(=O)c2cccs2)CCS1	99	1	nt	103	99	1.3	9	97	2	96	100
Cc1nc(CC(C)C)cc(C(=O)N2CCCC(CNS(=O)(=O)c3cccs3)C2)n1 (stereo unspecified)	94	0	25	97	96	0.1	12	96	3	96	96
CCCCCCc1nc2ccccc2c(=O)n1NC(=O)c1c(O)c2cccc3c2n(c1=O)CCC3	98	-39	nt	106	95	0.8	12	97	0	94	100
COc1cc(C2C(C(C)=O)=C(O)C(=O)N2CCN2CCOCC2)ccc1O (stereo unspecified)	101	26	nt	103	98	-0.2	10	94	0	96	101
COc1ccccc1C(=O)NCc1ccncc1	99	14	17	100	106	0.6	12	98	15	99	94
CC(=O)COc1ccccc1OC(=O)c1ccco1	102	42	-4	104	100	-0.1	12	100	-2	102	104
COCCCNC(=O)C(=O)NCCCOC(C)C	96	8	4	97	91	0.0	12	95	0	94	98
CCOC(=O)N1CCN(C(=O)C2CCN(S(=O)(=O)c3c(C)cc(C)cc3C)CC2)CC1	100	5	4	105	95	1.6	33	100	14	99	99
Cc1ccc(C(=O)NCCOc2cccc(C)c2)cc1	96	-3	5	95	100	0.5	21	91	2	97	94
Cn1c(=O)c(C(=O)CSc2ccccc2)c(N)n(Cc2ccccc2)c1=O	95	6	0	100	94	1.1	11	95	17	93	97
CCOC(=O)Nc1c(C)n(C)n(-c2ccccc2)c1=O	103	-16	nt	105	102	0.2	21	101	-1	101	106
Cc1ccc(-n2ncc(C#N)c2/N=C/N(C)C)cc1	99	-2	-3	95	98	0.7	16	97	5	98	100
CCOC(=O)C1C(C)N=C2SCC(=O)N2C1c1cccc(Br)c1 (stereo unspecified)	99	0	nt	100	96	0.7	11	96	2	98	100
O=C(NN1C(=O)c2ccccc2C1=O)c1ccccc1[N+](=O)[O-]	96	-1	13	101	97	0.4	9	98	8	97	95
CCCCN1C=C(C(=O)OC)C(c2ccccc2Cl)C(C(=O)OC)=C1	99	8	3	101	95	1.3	8	98	6	98	100
Cc1nnc(SCc2ccc(C(=O)c3ccc(Cl)cc3)o2)n1-c1ccccc1	99	-17	-24	103	101	0.7	8	97	1	99	101
Cc1cc2cc(C(c3nnnn3Cc3ccco3)N3CCCCC3)c(=O)[nH]c2cc1C (stereo unspecified)	98	23	nt	99	94	0.2	7	96	2	97	100
O=c1c2c(ncn1Cc1ccccc1)nc1n2CCC1	102	9	-13	107	105	0.9	3	101	9	102	103
COc1ccc(CNC(=S)Nc2ccc(S(N)(=O)=O)cc2)cc1	105	-9	-6	101	98	2.2	10	99	9	113	116
CCC(=O)Nc1ccc(Cl)c(NC(=O)C(C)C)c1	101	7	0	103	103	0.4	37	100	2	103	100
CC(C)OC(=O)c1ccc(S(N)(=O)=O)o1	103	19	-28	104	108	0.1	7	102	4	103	100
COC(=O)c1cc(C(=O)NCCN2C(=O)S/C(=C\c3cccs3)C2=O)cc([N+](=O)[O-])c1	100	11	-13	104	100	-0.3	7	99	-6	99	102
CCOc1ccc(-c2nc(C)sc2CC(=O)O)cc1	102	25	nt	102	102	0.5	11	97	1	103	100
CC(=O)N1Cc2cc(N)ccc2Oc2ccccc21	97	18	nt	98	96	1.3	10	94	3	97	96
Cc1ccc(/C=C/C(=O)OCC(=O)NCCN2C(=O)CSC2=O)cc1	100	-7	2	99	101	-0.1	10	97	0	99	97
O=C1NC2(Nc3ccccc31)C(=O)Nc1ccc(Br)cc12 (stereo unspecified)	94	12	-4	93	107	0.2	9	93	4	94	94
COc1ccc(C(=O)N/N=C(\C)CC(=O)N2CCN(C=O)CC2)cc1	99	6	0	104	101	0.0	4	102	-1	98	103
CCc1nc2ccccc2c(C(=O)OCc2nnc(-c3ccccc3)o2)c1C	102	12	nt	101	97	1.1	8	101	2	102	104
CC(C)(C)NC(=O)CN(Cc1cccs1)C(=O)CCN1CCc2ccccc21	97	27	nt	104	97	0.8	11	93	8	98	98
O=C(NCCc1c[nH]c2ccccc12)C(=O)Nc1ccccc1	91	26	nt	92	99	-0.4	8	90	6	91	89
CCNC(=O)n1nccc1C(C)Oc1ccccc1 (stereo unspecified)	99	8	-12	102	103	0.2	21	101	2	102	96
COC(=O)[C@H](CCSC)NC(=O)NCCc1ccccc1F	100	0	nt	102	102	1.5	8	97	9	100	100
Cc1cc(C)nc(N2CCC(C(=O)NCc3cccc(C(F)(F)F)c3)CC2)n1	102	11	18	105	102	0.6	29	99	2	103	101
CCOC(=O)NC(=O)COC(=O)CNC(=O)c1ccc(OCC)c(OCC)c1	99	7	11	103	93	0.5	14	98	2	101	100
O=C1CC(C(=O)Nc2ccc(F)c(Cl)c2)N=C(N2CCCCC2)N1 (stereo unspecified)	101	5	-10	97	100	0.8	17	95	3	101	100
COc1ccc(OC)c(C2C3=C(CCCC3=O)Nc3c2c(=O)n(C)c(=O)n3C)c1 (stereo unspecified)	99	-18	0	101	101	0.1	6	99	1	100	99
CCSCCOC(=O)C1=C(C)NC(=O)NC1c1cccc(OC)c1OC (stereo unspecified)	97	-18	-14	98	96	0.2	6	96	1	96	98
CCOc1ccc(OCC)c(NC(=O)C2CCCN(S(=O)(=O)c3c(C)n[nH]c3C)C2)c1 (stereo unspecified)	104	13	nt	107	104	-2.7	7	103	-2	104	106
CCCOC1CCCN(Cc2nc(-c3cnccn3)no2)C1 (stereo unspecified)	101	-30	12	101	97	-0.3	7	97	-2	101	101
C(=N\n1cnnc1)/c1nc2ccccc2[nH]1	96	nt	-17	93	96	0.6	10	96	3	97	98
CCN(Cc1ccccc1)C(=O)C1CCN(CC2CC=CCC2)CC1 (stereo unspecified)	99	22	nt	101	98	0.4	17	102	0	99	101
CCOC(=O)/C(C)=N/NC(=O)c1cccc([N+](=O)[O-])c1	103	-7	nt	96	101	-0.1	10	102	12	103	102
O=C1CN(C(=O)CSc2nnc3ccccn23)c2ccccc2N1	98	0	21	106	99	0.0	12	100	0	98	103
CCN(CC)S(=O)(=O)c1ccc(NC(=O)COC(=O)c2ccc(NC(=O)CC#N)cc2)cc1	100	16	-1	100	104	-0.5	12	96	-1	99	95
COCCNC(=S)N(CCc1c(C)[nH]c2ccc(Cl)cc12)Cc1cccs1	95	-1	-4	96	102	0.3	12	95	2	96	95
COc1cc(-c2cc(C(F)(F)F)n3ncc(C(=O)O)c3n2)cc(OC)c1OC	96	3	nt	95	92	0.8	12	92	11	95	96

Overlap with the part before: 4 compounds; new compounds follow.
SMILES	HRas wt GTP bind	Mcl1 Noxa PPI	Pf gamet viab	Rac1 wt GTP bind	Rab7 wt GTP bind	ABCB1 block	Avidin bead fluor	Rac1 mut GTP	ABCG2 block	Rab2A wt mod	Cdc42 wt
O=C1CN(C(=O)CSc2nnc3ccccn23)c2ccccc2N1	98	0	21	106	99	0.0	12	100	0	98	103
CCN(CC)S(=O)(=O)c1ccc(NC(=O)COC(=O)c2ccc(NC(=O)CC#N)cc2)cc1	100	16	-1	100	104	-0.5	12	96	-1	99	95
COCCNC(=S)N(CCc1c(C)[nH]c2ccc(Cl)cc12)Cc1cccs1	95	-1	-4	96	102	0.3	12	95	2	96	95
COc1cc(-c2cc(C(F)(F)F)n3ncc(C(=O)O)c3n2)cc(OC)c1OC	96	3	nt	95	92	0.8	12	92	11	95	96
COc1cc(OC)c(C(=O)CCC(=O)O)cc1OC	103	-8	10	107	102	0.2	14	102	1	101	103
CCCC(=O)N=c1sc2cccc(F)c2n1C	102	4	nt	106	103	-0.1	7	100	1	105	108
COc1ccc(-c2nnc3ccc(SCC(=O)Nc4nc5ccc(C)cc5s4)nn23)cc1OC	101	28	-6	101	102	-0.3	11	100	0	103	100
CC(C)C[C@H](N)c1nnc(S(=O)(=O)Cc2cccc(F)c2)o1	99	22	nt	104	96	-0.7	8	100	1	101	99
OCC1(Cc2cccc(Cl)c2)CCCN(Cc2ccc3cc(F)ccc3n2)C1 (stereo unspecified)	98	15	-38	97	100	1.5	10	94	8	95	95
CSc1nc(N(C)CCO)c2sc3nc(-c4ccco4)c4c(c3c2n1)CCC4	98	103*	nt	98	97	0.4	5	97	12	96	95
CCc1nc2ccc(C(=O)Nc3nnc(C)s3)cc2nc1CC	96	10	12	98	105	0.2	13	95	2	96	94

No enrichment for hits, and some 2.3% of all compounds hit somewhere here.
